High-throughput results (PubChem BioAssay)
Nrf2 block = Nrf2 pathway inhibition. A549 ARE-Fluc reporter, luciferase luminescence, 18-24 h. Potency, µM (titrated, usually from 46 µM), for inactives: top-dose activity change, negative = inhibition, usual class: inhibitors. actives 2.1% (n = 360,000); note: % is set by controls: 0 for no effect and ±100 for the full control effect; nearly all actives have a fitted effect of over 60% in size
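Reporter: ARE-Fluc in A549. Exposure: 18-24 h, 37 °C, 5% CO2, 5% FBS OPTI-MEM. Readouts: fluorescent cytotoxicity (CellTiter-Fluor), then luminescent Nrf2 signal after BugLite.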
S2 tox = cell viability loss in ATXN counter-screen | S2 cells (HEK-293 line with an ATXN2-luciferase reporter) viability, CellTiter-Fluor protease fluorescence, 24 h | Potency, µM (top dose mostly 56.7 µM), hits mostly cytotoxic | actives 0.49% (n = 400,000); note: nearly all actives have a fitted effect of over 40% in size
EPAC2 antag = EPAC2 (human) antagonism. Q8WZA2. EPAC2 GEF exchange of Rap1B-BODIPY-GDP, fluorescence. Potency, µM (series often up to 114 µM), for the others: at the top dose activity, negative = inhibition, actives largely listed as inhibitors. actives 0.18% (n = 360,000). AID 720708; note: % is set by controls: 0 for no effect and ±100 for the full control effect; nearly all actives have a fitted effect of over 45% in size; many of its hits are not listed in these tables
Target sequence (Q8WZA2 whole entry, looked up): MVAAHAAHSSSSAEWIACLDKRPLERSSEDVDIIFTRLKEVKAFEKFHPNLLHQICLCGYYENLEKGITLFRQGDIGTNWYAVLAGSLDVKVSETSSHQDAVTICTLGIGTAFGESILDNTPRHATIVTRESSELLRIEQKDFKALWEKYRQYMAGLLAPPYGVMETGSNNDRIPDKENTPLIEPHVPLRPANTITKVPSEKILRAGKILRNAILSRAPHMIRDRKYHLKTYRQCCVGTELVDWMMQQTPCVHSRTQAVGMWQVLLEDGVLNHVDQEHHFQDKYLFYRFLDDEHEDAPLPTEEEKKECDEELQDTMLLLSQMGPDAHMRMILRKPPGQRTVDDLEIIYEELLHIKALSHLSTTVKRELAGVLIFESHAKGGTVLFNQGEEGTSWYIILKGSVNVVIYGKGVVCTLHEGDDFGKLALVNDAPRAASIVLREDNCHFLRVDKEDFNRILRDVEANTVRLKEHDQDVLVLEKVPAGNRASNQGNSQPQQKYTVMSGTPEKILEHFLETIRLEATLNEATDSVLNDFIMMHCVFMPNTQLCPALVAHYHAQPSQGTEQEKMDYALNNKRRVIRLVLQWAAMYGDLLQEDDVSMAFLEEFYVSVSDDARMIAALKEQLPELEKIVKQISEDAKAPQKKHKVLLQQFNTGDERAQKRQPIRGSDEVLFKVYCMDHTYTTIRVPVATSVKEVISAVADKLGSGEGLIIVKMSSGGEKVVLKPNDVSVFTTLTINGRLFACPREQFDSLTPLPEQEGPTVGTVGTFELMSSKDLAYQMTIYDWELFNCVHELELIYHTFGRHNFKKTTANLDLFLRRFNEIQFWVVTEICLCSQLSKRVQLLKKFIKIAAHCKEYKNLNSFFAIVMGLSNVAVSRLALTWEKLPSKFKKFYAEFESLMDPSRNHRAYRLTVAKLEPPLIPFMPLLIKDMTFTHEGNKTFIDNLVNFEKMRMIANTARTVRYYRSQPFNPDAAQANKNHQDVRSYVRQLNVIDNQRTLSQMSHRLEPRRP
HepG2 tox = HepG2 cytotoxicity, counter-screen for TGF-b inhibitors. actives 0.76% (n = 410,000). Potency, µM (doses to about 46.1 µM), for the others: top-dose activity change, negative = cytotoxicity, usual class: cytotoxic. HepG2 CAGA-GFP viability, ATP luminescence, 18 h; note: some results filed as inactive show a strong effect at the top dose
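HepG2 CAGA-GFP cells (1000/well, DMEM with 1% FBS) received compound, then TGF-beta at 500 pg/mL final, and were incubated 18 hours at 37 degrees C. Viability was read by CellTiter-Glo luminescence. Media-only wells were set as complete cell-killing and DMSO as no toxicity.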
ATXN2 expr inh = reduces ATXN2 reporter expression in HEK-293 cells; Potency, µM (top dose mostly 57 µM), without a hit: top-dose activity change, negative = inhibition, usual class: inhibitors; AID 1745845; actives 0.72% (n = 360,000); HEK-293 ATXN2-luciferase reporter, luminescence, 24 h; note: % is set by controls: 0 for no effect and ±100 for the full control effect; nearly all actives have a fitted effect of over 55% in size
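ATXN2-luciferase reporter cells (luciferase flanked by upstream and downstream ATXN2 gene portions) were treated 24 h at 37 °C with compounds at up to 57 uM. SteadyGlo luminescence gave expression; GF-AFC fluorescence gave viability.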
Nrf2 ARE act = Nrf2 pathway activation; actives 0.31% (n = 410,000); AID 624171; AREc32 ARE-luciferase reporter (MCF7-derived line), luminescence, 24 h; Potency, µM (series often up to 46.1 µM), for inactives: at the highest dose activation, hits mostly activators; note: % of control where 0% means no effect; nearly all actives have a fitted effect of over 65% in size
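For detection, Steady-Glo was added and plates sat 30 min at RT; before that, AREc32_Fluc cells grown overnight in OPTI-MEM/5% FBS had been treated with 23 nL compound for 24 hr at 37 deg C.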
TGFb inhibitor = inhibitors of TGF-b signaling | HepG2 CAGA-GFP TGF-b/SMAD3 reporter, GFP fluorescence, 18 h; TGF-beta stimulated, 500 pg/mL final | Potency, µM (doses to about 46.1 µM), inactives show at the highest dose activity, negative = inhibition, hits mostly inhibitors | actives 1.2% (n = 410,000) | AID 588855; note: % is set by controls: 0 for no effect and ±100 for the full control effect; nearly all actives have a fitted effect of over 65% in size
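Read-out: total well GFP (ex488/em500-530) summed from mean per-cell fluorescence. Cells: HEPG2 CAGA-GFP, 1% FBS DMEM, 18 h at 37 degrees C with 500 pg/mL final TGF-beta. Unstimulated wells served as the full-inhibition control; stimulated DMSO wells = 0%.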
A549 tox = counter-screen for Nrf2 inhibitors: cytotoxicity in A549 cells. A549 ARE-Fluc cells, CellTiter-Fluor viability, 18-24 h. Potency, µM (highest dose often 46 µM), for inactives: at the top dose activity change, negative = cytotoxicity, usual class: inhibitors. actives 0.16% (n = 390,000); note: % is set by controls: 0 for no effect and ±100 for the full control effect
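A549 ARE-Fluc cells in 5% FBS OPTI-MEM, 5000 cells/well, rested 2 h then exposed to compounds in concentration-response for 18-24 h at 37 °C. Viability by CellTiter-Fluor fluorescence (Ex 405/Em 525) after 30 min; luciferase luminescence (BugLite, 15 min, RT) read afterwards.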
MCF10A rerep = induces DNA re-replication in MCF 10a normal breast cells. MCF 10A DNA re-replication, Hoechst nuclear intensity, 48 h. Potency, µM (doses to about 46.1 µM), for the others: top-dose activity, positive = re-replication, most hits filed as activators. actives 2.9% (n = 350,000). AID 624296; note: % of control where 0% means no effect; nearly all actives have a fitted effect of over 50% in size
* hit, by the source's call; i = inactive; ? = inconclusive; · = not tested or not shown; & = joins results of further samples; [ ] = dose if it differs, or a comment. Calls come from the whole dose curve; as a rule, active = well fitted curve in the direction sought with a large enough effect; inconclusive = small, poorly fitted or top-dose-only effect, or another doubt; inactive = no such curve, though single readings can be large; an effect the other way counts as inactive or inconclusive. Potency is the fitted concentration of half-maximal effect.

SMILES	Nrf2 block	S2 tox	EPAC2 antag	HepG2 tox	ATXN2 expr inh	Nrf2 ARE act	TGFb inhibitor	A549 tox	MCF10A rerep
COc1ccc(OC)c(S(=O)(=O)N2Cc3ccccc3CC2C(=O)Nc2nccs2)c1 (centres undefined)	·	i	-2%	-6%	69%[activator]	6.7%	9%	-1%	-1%
COc1ccc(Cl)cc1NC(=O)COC(=O)CCCN1C(=O)c2ccccc2C1=O	8%	i	-10%	-38%	7%	0.9%	0%	1%	1%
O=C(COc1ccc2ccccc2c1)Nc1ccncc1	?	i	6%	-3%	-4%	0.1%	0%	-11%	-1%
Cn1cccc1C(=O)/C(C#N)=C/c1ccc(F)cc1	4%	i	1%	-3%	4%	1.2%	7%	-3%	1%
CC(C)NCC(O)c1ccc(NS(C)(=O)=O)cc1 (centres undefined)	30%	i	-1%	-13%	6%&3%	1.9%	-6%	-1%	14%
COc1ccc(NC(=O)CSc2nc(O)cc(=O)n2-c2ccccc2OC)cc1	·	i	0%	2%	1%	0.1%	23%	3%	-3%
COc1ccc(CN(CC(=O)NC(C)C)C(=O)CCC(=O)Nc2nccs2)cc1	-6%	i	2%	4%	-9%	0.3%	1%	1%	-2%
COC(=O)C(C)Oc1ccc2c(-c3cccc([N+](=O)[O-])c3)cc(=O)oc2c1 (centres undefined)	·	i	-1%	-6%	-4%	-0.4%	8%	0%	2%
Cc1ccc(C)c(C(=O)C(C)Sc2nc3nn(-c4ccccc4)c(=O)c-3c3n2CCCCC3)c1 (centres undefined)	0%	i	-11%	-3%	-1%	-0.5%	2%	0%	-52%
COC(=O)N/N=C\c1cccc(OC(=O)c2cccs2)c1	?	i	-7%	5%	21%	0.3%	33%[activator]	2%	2%
Cc1ccc(S(=O)(=O)NCc2ccc(C(=O)N3CCCC3)cc2)cc1	-1%	i	14%	7%	10%	-0.5%	1%	-8%	9%
O=C1CCC(=O)N1CC(O)COc1ccccc1 (centres undefined)	1%	i	-7%	-14%	·	-0.9%	-6%	-7%	1%
CCN1CCCC1CNC(=O)CCc1nc(-c2ccc(C)cc2)no1 (centres undefined)	-19%	i	-13%	-2%	-6%	0.3%	13%	-1%	19%
O=C(Nc1cccc(O)c1)c1cccc(NC(=O)c2cccs2)c1	17%	i	0%	6%	25%	6.4%	2%	-7%	5%
Cc1ccc(OCCCn2c(=O)sc3ccccc32)cc1	-5%	i	-4%	-13%	14%	3.4%	3%	18%	20%
CCCCN(C(=O)c1cc(S(=O)(=O)N2CCCCCC2)ccc1OC)c1c(N)n(CCC)c(=O)[nH]c1=O	16%	i	-3%	20%	-5%	-0.3%	17%	1%	2%
CCCCNC(=O)OC(C)CNC(=O)OC (centres undefined)	11%	i	0%	-4%	1%	-0.5%	0%	-2%	-1%
COc1ccc(-c2c(C)c3ccc(O)c(CN4CCN(C)CC4)c3oc2=O)cc1OC	·	·	·	-6%	-14%	1.2%	-4%	3%	·
O=C(CN1c2ccccc2Sc2ccccc21)NNC(=S)Nc1ccc(Cl)cc1	-30%	i	-4%	-13%	-23%	-0.3%	?	-3%	?
O=c1c2sc3nc(N4CCOCC4)c4c(c3c2ncn1C(c1ccccc1)c1ccccc1)CCCC4	11%	i	-1%	1%	·	0.4%	-8%	16%	7%
Cc1cc(=O)oc2cc(OC(C)C)ccc12	?	i	1%	-3%	3%	-0.4%	-7%	-14%	-183%[0.0737 µM]
CCOC(=O)N1CCC(NC(=O)C2CCCN(Cc3nc(-c4cccc(C)c4)oc3C)C2)CC1 (centres undefined)	?	i	-2%	-25%	-26%	0.2%	?	-2%	?
O=C(Oc1ccccc1F)c1nc(SCc2ccc(F)cc2)ncc1Cl	-5%	·	·	-21%	·	0.5%	-21%	0%	·
COc1ccc2c(C(=O)CN3CCN(CCO)CC3)c[nH]c2c1	·	i	10%	0%	-10%	-0.4%	-2%	11%	-3%
CC(=O)Nc1nc(C)c(CCC2OCCO2)c(=O)[nH]1	0%	?	9%	6%	·	0.5%	36%[activator]	2%	12%
Cc1ccc(-c2nn3c(C)nnc3c3ccccc23)cc1S(=O)(=O)NC(C)(C)CO	12µM*	?	-5%	-18%&-30%	-15%&13%	?	-17%&27%	?	11µM*
O=C(CC1Sc2ccccc2NC1=O)Nc1cccc(C(F)(F)F)c1 (centres undefined)	·	i	·	-19%	-15%	0.5%	-6%	0%	·
O=C(NNC(=O)c1cccs1)c1ccco1	2%	i	3%	0%	18%	-0.5%	52%[activator]	-2%	1%[9.22 µM]
COc1ccc(NC(=O)C2CCC(CNc3c(N4CCCCC4)c(=O)c3=O)CC2)cc1OC (centres undefined)	-2%&-1%	i	1%&-17%	2%&10%	9%&7%	3.9%&0.7%	21%&-1%	3%&-2%	-10%&-4%
O=C1CSC(=S)N1N=Cc1cccc2ccccc12	12%	i	16%	2%	-5%	10%	-1%	-2%	0%

Copied from the results shown (3 entries):
SMILES	Nrf2 block	S2 tox	EPAC2 antag	HepG2 tox	ATXN2 expr inh	Nrf2 ARE act	TGFb inhibitor	A549 tox	MCF10A rerep
CCOC(=O)N1CCC(NC(=O)C2CCCN(Cc3nc(-c4cccc(C)c4)oc3C)C2)CC1 (centres undefined)	?	i	-2%	-25%	-26%	0.2%	?	-2%	?
O=C(Oc1ccccc1F)c1nc(SCc2ccc(F)cc2)ncc1Cl	-5%	·	·	-21%	·	0.5%	-21%	0%	·
COc1ccc2c(C(=O)CN3CCN(CCO)CC3)c[nH]c2c1	·	i	10%	0%	-10%	-0.4%	-2%	11%	-3%

Reformatted in CSV form: 2 of the compounds above
Molecule,Nrf2 block,S2 tox,EPAC2 antag,HepG2 tox,ATXN2 expr inh,Nrf2 ARE act,TGFb inhibitor,A549 tox,MCF10A rerep
COc1ccc(NC(=O)CSc2nc(O)cc(=O)n2-c2ccccc2OC)cc1,·,i,0%,2%,1%,0.1%,23%,3%,-3%
COc1ccc(OC)c(S(=O)(=O)N2Cc3ccccc3CC2C(=O)Nc2nccs2)c1 (centres undefined),·,i,-2%,-6%,69%[activator],6.7%,9%,-1%,-1%

Part of the list above in another layout:
SMILES | Nrf2 block | S2 tox | EPAC2 antag | HepG2 tox | ATXN2 expr inh | Nrf2 ARE act | TGFb inhibitor | A549 tox | MCF10A rerep
CCN1CCCC1CNC(=O)CCc1nc(-c2ccc(C)cc2)no1 (centres undefined) | -19% | i | -13% | -2% | -6% | 0.3% | 13% | -1% | 19%
O=C(Nc1cccc(O)c1)c1cccc(NC(=O)c2cccs2)c1 | 17% | i | 0% | 6% | 25% | 6.4% | 2% | -7% | 5%

These rows are one share of the data; the hit share may differ from the screen's.
